PostGolgi ctrl: growth inhibition of yeast control strain, primary screen, counter-screen for post-Golgi transport modulator project; efflux-deficient yeast background strain, growth absorbance A615, 16 h; inhibition, % at 10 µM; actives 5% (n = 98,000)
CYP2C9 activ: human CYP2C9 activators, primary screen, biochemical, luminescence; Cytochrome P450 2C9 (Homo sapiens), P11712; recombinant CYP2C9, luciferin-H conversion; active compounds read high; factor 1 = untreated enzyme, 0 = blocked; activation factor at 5 µM; actives 1.4% (n = 96,000); AID 1024, 2008;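 active means activation factor of 2 or more for CYP2C9 at a 5 µM dose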;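 further: 0 = sulfaphenazole-blocked wells and 1 = vehicle-only wells; values of inactives mirror those of a sister screen read the other way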
LYP inh 2: PTPN22 phosphatase inhibitors, primary screen, biochemical, DiFMUP fluorescence, 2 µM | recombinant LYP catalytic domain | inhibition, % at 2 µM | Tyrosine-protein phosphatase non-receptor type 22 (Homo sapiens), Q9Y2R2 | actives 0.21% (n = 96,000);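 active means inhibition at 2 µM at or above a set limit, the screen mean plus 3 SD, cut at about 24% in these data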;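 further: 0% = DMSO with enzyme and 100% = enzyme fully blocked by orthovanadate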
hDAT+cocaine: changed hDAT dopamine uptake under cocaine IC80, either direction, primary screen, cocaine antagonist project, cell-based, LLC-PK1 hDAT, [14C]-dopamine uptake, MLSMR | Sodium-dependent dopamine transporter (Homo sapiens), Q01959 | LLC-PK1 hDAT cells, [14C]-dopamine uptake with cocaine IC80; actives deviate in either direction | B-score at 10 µM | actives 1.3% (n = 110,000) | AID 449768, 2010;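 active means Z score or B-score, a plate-position-corrected score, falls beyond the plate's 99.7% confidence bounds, in either direction; inactive means both scores lie inside the 99.7% bounds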;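 further: scored against the spread of the other compound wells on the same plate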
LYP act: LYP phosphatase activators, primary screen, biochemical, DiFMUP fluorescence, 2 µM. Tyrosine-protein phosphatase non-receptor type 22 (Homo sapiens), Q9Y2R2. recombinant LYP; 0 = plate median, 100 = signal doubled. activation, % at 2 µM. actives 0.11% (n = 96,000). AID 697, 2007;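 active means activation at 2 µM above a set limit, the mean plus 5 SD, cut at about 37% in these data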
PostGolgi yeast: phenotypic screen on post-Golgi transport, primary screen; post-Golgi transport phenotypic cell assay; inhibition, % at 10 µM; actives 0.9% (n = 98,000);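 further: yeast cells grown in 1536-well plates; yeast grown about 18 h at 30C before absorbance read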
Ecoli WT expand: growth inhibitors of wild-type E. coli, primary screen, strain BW25113, expanded library, OD600; growth inhibition, % at 100 µM; OD600 absorbance; actives 0.15% (n = 98,000);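 active means growth inhibition above about 50% at one test dose, limit read from the data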;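 further: growth measured after 20 h incubation at 37 °C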
Pyk2 oligo antag: antagonists of Pyk2 self-association, primary screen, Q293 cells, FERM NanoBiT luminescence, HTS; active compounds read low; z-score (the deposit names both 25 µM and 10 µM); actives 0.83% (n = 99,000);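 active means Z-score of -3 or lower, scaled per plate to the spread of control and sample wells; inactive means z-score above -3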;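 further: negative z-score means lost luminescence so less FERM oligomerization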
Target sequence (Q14289 whole entry, looked up): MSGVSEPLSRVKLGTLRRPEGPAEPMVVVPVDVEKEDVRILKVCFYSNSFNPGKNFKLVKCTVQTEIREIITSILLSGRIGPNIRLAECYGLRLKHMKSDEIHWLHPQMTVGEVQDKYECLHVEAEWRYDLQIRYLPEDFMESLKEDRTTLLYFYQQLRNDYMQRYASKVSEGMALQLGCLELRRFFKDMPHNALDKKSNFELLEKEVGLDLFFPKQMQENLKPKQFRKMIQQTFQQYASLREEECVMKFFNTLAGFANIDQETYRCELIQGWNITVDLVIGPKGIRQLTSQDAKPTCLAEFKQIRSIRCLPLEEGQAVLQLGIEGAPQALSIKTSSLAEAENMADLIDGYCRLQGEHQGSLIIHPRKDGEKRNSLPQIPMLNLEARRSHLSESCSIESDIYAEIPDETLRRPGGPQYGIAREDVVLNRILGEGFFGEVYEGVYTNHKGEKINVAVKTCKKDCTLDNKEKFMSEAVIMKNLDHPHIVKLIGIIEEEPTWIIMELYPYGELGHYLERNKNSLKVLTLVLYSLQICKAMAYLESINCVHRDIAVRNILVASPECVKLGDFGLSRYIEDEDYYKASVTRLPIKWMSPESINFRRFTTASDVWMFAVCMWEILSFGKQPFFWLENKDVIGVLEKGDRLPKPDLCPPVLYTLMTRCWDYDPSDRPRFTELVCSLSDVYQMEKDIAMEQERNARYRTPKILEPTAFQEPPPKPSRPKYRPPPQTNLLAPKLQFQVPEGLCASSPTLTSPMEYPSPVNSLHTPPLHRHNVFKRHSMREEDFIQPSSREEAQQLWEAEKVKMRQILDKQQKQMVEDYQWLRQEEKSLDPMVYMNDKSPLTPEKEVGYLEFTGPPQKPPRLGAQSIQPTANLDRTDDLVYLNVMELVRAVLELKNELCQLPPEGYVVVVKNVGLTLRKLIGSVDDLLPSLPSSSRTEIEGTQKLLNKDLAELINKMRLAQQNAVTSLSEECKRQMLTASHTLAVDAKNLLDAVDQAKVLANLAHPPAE
CYP2C9 inh: blockers of cytochrome P450 2C9 activity – biochemical, luminescence, ADME assay, primary screen; P11712; CYP2C9 Supersomes, luciferin-H conversion; inhibition, % at 5 µM; actives 20% (n = 96,000);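 active means blocking of liver enzyme CYP2C9 beyond about 50% at 5 µM, limit read from the data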; further: values of inactives mirror those of a sister screen read the other way
Starred values were filed as active, the others as inactive; . = no result given. Unless noted, no stated cut-off is given here; in the data, active means inhibition above about 30%; inactive means the rest. This is a random part of the collection; 24% or so of the library scored in one or more.

SMILES	PostGolgi ctrl	CYP2C9 activ	LYP inh 2	hDAT+cocaine	LYP act	PostGolgi yeast	Ecoli WT expand	Pyk2 oligo antag	CYP2C9 inh
Cc1c(C(=O)NCCSCc2ccc(Cl)cc2Cl)cccc1[N+](=O)[O-]	55*	1	11	0.17	-6	1	-15	0.17	-3
COC(=O)C(Cc1ccccc1)NC(=O)COc1ccc(C(C)(C)C)cc1 (centres undefined)	18	0.8	-1	-0.63	1	-3	-4	-0.69	19
Cc1cc(SCCC(=O)O)nc2ccccc12	.	1.2	-4	0.4	1	.	.	0.2	-25
CCOC(=O)c1ccccc1NC(=O)N[C@@H](C)C(=O)OC	5	0.9	4	-0.2	-1	-6	6	-0.67	9
CC1(C(=O)NC2CCCC2)CCC(=O)N1Cc1ccccc1Cl (centres undefined)	11	2.3*	1	-0.54	-1	0	5	0.89	-125
Cc1nc(Cl)sc1C(=O)O	5	1	-4	0.012	2	-9	-16	0.2	-4
CCC(=O)N1c2ccc(S(=O)(=O)N(CCO)Cc3ccccc3)cc2CC1C (centres undefined)	3	0.4	-1	0.66	-2	-1	-6	1.6	56*
CC(=O)c1ccc(NC(=O)N2CCN(c3cccc(Cl)c3)CC2)cc1	2	0.6	2	0.24	-2	0	-6	-0.75	36
Cc1cc(=O)[nH]c(SCn2nnc3ccccc3c2=O)n1	6	1	.	0.43	.	-4	-8	0.98	2
Cn1cc(S(=O)(=O)N2CCN(c3ccccc3F)CC2)c(=O)n(C)c1=O	3	1	1	-0.71	-4	-5	-1	.	-2
C/C(=N/NC(=O)c1cc(Cl)ccc1O)C12CC3CC(CC(C3)C1)C2	29	0.8	-16	-0.21	20	-15	-1	-0.38	24
CCCCSc1nc(NCc2ccco2)c2c3c(sc2n1)COC(C)(C)C3	10	0.5	-1	0.041	-1	-2	-10	-0.73	46
CCCn1c(C(=O)OC)cc2c1ccn2-c1ccc(F)cc1	21	1.1	5	-0.48	-3	0	9	0.34	-10
Cc1ccc(S(=O)(=O)Nc2cccnc2)cc1	5	1	-6	0.02	6	-3	8	-0.13	2
Cc1ccc(Cn2c(N)c(S(=O)(=O)c3cccs3)c3nc4ccccc4nc32)cc1	-1	0.9	10	0.99	-7	2	-1	-2.7	9
Cc1ccc(NS(=O)(=O)c2cc(C(=O)O)ccc2Cl)c(C)c1	5	.	-5	0.36	0	-1	3	-0.71	.
Cc1cc2nc(SCCN3CCCC3)[nH]c2cc1C	2	1	.	-7.8*	.	-5	8	0.36	-2
Cc1cc(F)c(F)c(C(=O)N2CCOCC2)c1Cl	.	.	-13	-0.32	9	.	.	-0.57	.
C=C(C)COc1ccc2c3c(c(=O)oc2c1OCC(=C)C)CCC3	10	0.6	1	0.0014	-3	17	1	-1.1	35
CCCNC(=O)c1cc(-c2ccc(Br)cc2)on1	2	1.1	1	.	-3	8	-8	0.21	-7
CSC1=NCCN1C(=O)c1ccc(S(=O)(=O)N2CCOCC2)cc1	5	1	-3	0.52	-1	-1	4	.	1
Cc1ccccc1-c1nc2ccccc2[nH]1	.	.	-1	0.93	0	.	.	-0.83	.
O=C(c1ccco1)N1CCN(C(=O)c2cc(-c3ccccn3)nc3ccccc23)CC1	1	1	4	-1.2	-7	7	3	1.1	4
CCOc1ccc2nc(NC(=O)C3CCN(c4cnccn4)CC3)sc2c1	17	1	-4	-0.13	2	-10	-6	-0.09	-4
Cc1sc(NC(=O)CN(C)C2CCCCC2)nc1-c1ccc2c(c1)CCN2S(=O)(=O)c1ccccc1	-10	0.7	-6	.	8	-11	-17	.	28
CC1CCC(NC(=O)Cn2c(=O)[nH]c3ccsc3c2=O)CC1 (centres undefined)	8	0.8	0	-1.2	-2	4	6	1.1	19
COc1ccc(-c2cc(C(F)(F)F)n3nc(C(=O)NCCCn4ccnc4)cc3n2)cc1	30	0	-4	0.75	3	-2	-21	-0.08	98*
O=C(CSc1nc2c(sc3ccccc32)c(=O)n1Cc1ccccc1)NCC1CCCO1 (centres undefined)	5	0.9	-16	0.016	14	-2	-9	-0.17	11
CCn1c(N2CCN(C(=O)NC3CCCCC3)CC2)nc2ccccc21	.	.	-11	0.08	12	.	.	0.31	.
Fc1ccccc1CCNc1nnnn1-c1ccccc1	2	0.7	-10	0.32	6	7	5	1	31
CCN(CC)C(=O)c1scc2c1OCCO2	8	1	-6	-1.4	6	8	2	-0.5	4
COC(=O)c1sccc1NC(=O)c1c(C)noc1C	2	0.9	-4	-0.24	9	1	1	0.53	10
Cc1ccc(F)cc1NC(=O)Cc1nn(C)c(=O)c2ccccc12	-3	0.7	0	0.36	4	-1	-3	-0.09	30
COc1ccccc1OCC(=O)N/N=C1\CCc2ccccc21	7	1	10	0.41	-8	0	-6	-0.4	1
O=C1CC(C(=O)Nc2ccccc2)C2(CCCCC2)O1 (centres undefined)	2	0.7	7	-0.5	-6	-2	2	0.28	31
COc1ccc(N/C=C/C(=O)c2sc(-c3ccccc3)nc2C)cc1	7	0.9	8	-0.051	-5	-9	-27	-0.56	11
CCn1nnc(NC(=O)c2c(OC)cccc2OC)n1	23	1.1	13	0.42	-13	3	-4	1.2	-11
COc1ccc2[nH]c(=O)c(CN(CCO)S(=O)(=O)c3c(C)ccc4nsnc34)cc2c1	6	0.9	-2	0.18	-1	-3	8	0.46	12
CCC(=O)Nc1nc2ccc(NC(C)=O)cc2s1	-8	1	1	0.36	0	-1	7	-0.16	4
O=C(CN1CCOCC1)N1CCCc2c1c(=O)oc1ccc(OCc3ccccc3)cc21	14	0.3	-6	0.91	-2	3	4	-0.1	72*

Part of the list above, with two lines to a compound:
Every second line gives: PostGolgi ctrl	CYP2C9 activ	LYP inh 2	hDAT+cocaine	LYP act	PostGolgi yeast	Ecoli WT expand	Pyk2 oligo antag	CYP2C9 inh
CC1CCC(NC(=O)Cn2c(=O)[nH]c3ccsc3c2=O)CC1 (centres undefined)
    8	0.8	0	-1.2	-2	4	6	1.1	19
O=C(c1ccco1)N1CCN(C(=O)c2cc(-c3ccccn3)nc3ccccc23)CC1
    1	1	4	-1.2	-7	7	3	1.1	4

Additional structures follow.
SMILES	PostGolgi ctrl	CYP2C9 activ	LYP inh 2	hDAT+cocaine	LYP act	PostGolgi yeast	Ecoli WT expand	Pyk2 oligo antag	CYP2C9 inh
CCOC(=O)c1c(N)c(C#N)nn1-c1ccccc1C(=O)OC	8	1	1	0.31	-6	-4	4	.	-2
CCN1CCN(c2cc(C)c3cc(NC(=O)c4cncc(Br)c4)ccc3n2)CC1	3	1	-9	.	6	-2	-7	-0.35	-4
O=C(NNS(=O)(=O)c1ccccc1)c1cc2cc3ccccc3nc2s1	-8	0.6	6	0.35	-5	10	11	-1.3	36
O=C(CSc1nnc(CNc2ccccc2)o1)N1CCN(C(=O)c2ccco2)CC1	1	.	-12	-0.078	9	6	-5	-0.44	.
NC(=O)CCn1c(=O)oc2ccccc21	0	1.1	-4	0.33	-2	-9	9	2.1	-13
CN(CC(=O)NC1CCCCCC1)S(=O)(=O)c1ccc2c(c1)n(C)c(=O)c(=O)n2C	-1	1	-9	0.08	8	-4	-1	.	-4
CCCCCN=C(C)c1c(O)c2ccccc2oc1=O	11	0.2	4	0.85	-5	-8	-2	0.03	78*
O=C(CCCN1C(=O)c2ccccc2C1=O)OC1CSCC1NC(=O)c1ccccc1 (centres undefined)	-4	1	-5	0.71	9	-2	-6	1.6	3
O=C(NCc1ccco1)c1cc(C(=O)C2CCCCC2)c[nH]1	2	1	3	-0.52	-1	8	-5	0.63	4
CCCN(CC1CC1)C(=O)CSc1ncnc2sc(C)c(C)c12	37*	0.5	-6	0.68	8	-6	1	-0.71	53*
CS(=O)(=O)N1CCc2cc(S(=O)(=O)Nc3ccc4c(c3)OCCO4)ccc21	8	0.5	-8	-1.3	0	-4	4	-0.14	47
O=C(Oc1ccnc2cc(Cl)ccc12)N1CCOCC1	-7	1	-2	1.6	-2	-11	1	-0.03	3
O=C(c1cccnc1)N(Cc1ccccc1)c1ccccc1	11	0.7	-7	0.47	7	10	-6	0.28	28
CCn1c(CNC(=O)c2cccs2)nnc1SCC(=O)Nc1ccc(Cl)cc1	.	.	-2	-0.16	2	.	.	-0.44	.
Cn1c(C(=O)NCCCN2CCCCC2)cc2sccc21	2	0.9	-2	-0.84	0	3	5	0.35	7
Cc1cccc(C#N)c1NC1=CC(=O)CC(C)(C)C1	-3	0.9	8	0.9	-4	-5	4	0.94	12
Cc1ccc(C(=O)Nc2cc(=O)n(C)c(=O)n2C)cc1C	6	0.9	-5	0.11	4	-4	-10	.	5
COc1ccc(OC)c(S(=O)(=O)N2c3cc(F)ccc3CCC2C)c1 (centres undefined)	4	0.4	-16	1.2	11	8	-1	-0.2	61*
COCCN1CCn2c(nc3cc(NC(=O)NC4CCCCC4)ccc32)C1	7	0.6	14	0.25	-16	-7	-7	0.12	43
CCOC(=O)Cc1csc(NC(=O)C(C)(C)CC)n1	7	0.6	-25	-0.17	28	15	2	0.34	43

Structures listed above marked active in hDAT+cocaine.
mol	CYP2C9 activ	LYP inh 2	hDAT+cocaine	LYP act	PostGolgi yeast	Pyk2 oligo antag	CYP2C9 inh
Cc1cc2nc(SCCN3CCCC3)[nH]c2cc1C	1	.	-7.8*	.	-5	0.36	-2

Following part
SMILES	PostGolgi ctrl	CYP2C9 activ	LYP inh 2	hDAT+cocaine	LYP act	PostGolgi yeast	Ecoli WT expand	Pyk2 oligo antag	CYP2C9 inh
CCOC(=O)CSc1nc2c(sc(=S)n2-c2ccccc2OC)c(=O)n1Cc1ccco1	19	0.5	15	-4.3*	-14	2	-14	-0.4	55*
Cc1cc(NC(=O)C2C3C(=O)N(Cc4ccc(Cl)cc4)C(C(=O)NCc4ccccc4)C34C=CC2(C)O4)no1 (centres undefined)	13	0.2	6	-0.21	-6	-2	-3	-0.6	83*
CC1=C(C(=O)Nc2ccccn2)C(c2ccc(F)cc2)n2ncnc2N1 (centres undefined)	1	0.6	-6	-0.064	3	5	-4	0.72	41
O=C1COc2ccc(C(=O)COC(=O)c3ccc4ccccc4n3)cc2N1	-6	1.3	-7	-0.52	8	0	5	0.96	-32
COc1ccc(C(c2nnnn2CC2CCCO2)N2CCN(c3ccc(F)cc3)CC2)cc1 (centres undefined)	3	0.2	-5	-0.011	3	0	-1	-2.7	78*
CC(=O)N1CCCc2cc(S(=O)(=O)CCC(=O)N3CCN(c4ccccc4)CC3)ccc21	4	1.5	2	-0.98	-3	3	4	.	-45
COC(=O)c1sccc1NC(=S)N1CCCC(C)C1 (centres undefined)	11	0.8	1	-0.63	0	-7	-4	-0.07	19
COC(=O)C1=C(C)NC(=O)/C1=C\c1cc(C)n(-c2c(C)cccc2C)c1C	-2	0.4	14	0.88	-14	-1	-13	-0.74	56*
CCOc1cc(NC2CS(=O)(=O)CC2O)c(OCC)cc1NC(=O)c1ccccc1 (centres undefined)	3	0.9	7	1	-8	-1	2	-1.4	9
CCCNS(=O)(=O)c1ccc(Oc2ncc(C(F)(F)F)cc2Cl)cc1	12	0.3	-1	-0.41	2	1	0	1.1	67*
CCc1nnc(NC(=O)c2ccc(COc3ccc(C)cc3)o2)s1	1	0.5	-1	-0.00094	-1	-3	-13	-0.69	47
CNC(=O)CN(c1ccc(OC)cc1)S(=O)(=O)c1ccc(F)cc1	.	.	9	-0.93	-9	.	.	-0.73	.
O=C(Oc1ccccc1C(=S)N1CCCCC1)c1cc([N+](=O)[O-])cc([N+](=O)[O-])c1	.	.	4	-0.072	-4	.	.	0.55	.
Cc1ccccc1Nc1nc(N)nc(CSc2nnc(-c3ccccc3)n2C)n1	-8	1	-11	1.6	15	2	7	0.53	-4
CCOC(=O)/C=C1\NC(=O)CS1	9	1	-1	-1.3	1	11	2	-0.64	-3

Assay outcomes (PubChem)
